RTF Ca sens act: increases calcium sensitivity of human cardiac regulated thin filaments. activation, % at 7.2 µM. P19429+P45379. IANBD-labeled TnC RTF fluorescence at EC20 calcium; 0% EC20 calcium, 100% full calcium. 340,000 compounds, 0.24% hits;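 active = activation above the mean over all tested compounds plus 3 SD, cut at about 30% in these data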;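 note: rise in fluorescence read as greater calcium sensitivity of cardiac thin filaments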
CDK5 p35 inh: inhibitors of human CDK5/p35 kinase | inhibition, % at 10 µM | Q00535+Q15078 | Recombinant CDK5/p35, ADP-Glo luminescence, 60 min | AID 488839 | 330,000 compounds, 0.01% hits;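 active = highest replicate inhibition of at least 50% and at least 75% of replicates reaching 50%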;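 note: plate controls were DMSO neutral control for no effect and GW8510 at 10 µM for full effect; many of its hits are not listed in these tables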
Target sequence (Q00535 whole entry, looked up): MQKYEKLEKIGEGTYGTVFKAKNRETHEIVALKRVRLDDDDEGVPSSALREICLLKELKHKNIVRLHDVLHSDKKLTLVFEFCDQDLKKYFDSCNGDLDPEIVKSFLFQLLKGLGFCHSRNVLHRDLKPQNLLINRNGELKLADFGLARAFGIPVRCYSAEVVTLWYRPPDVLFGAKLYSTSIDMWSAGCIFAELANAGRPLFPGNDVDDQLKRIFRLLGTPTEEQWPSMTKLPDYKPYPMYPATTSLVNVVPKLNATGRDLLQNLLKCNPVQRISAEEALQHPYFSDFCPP
Target sequence (Q15078 whole entry, looked up): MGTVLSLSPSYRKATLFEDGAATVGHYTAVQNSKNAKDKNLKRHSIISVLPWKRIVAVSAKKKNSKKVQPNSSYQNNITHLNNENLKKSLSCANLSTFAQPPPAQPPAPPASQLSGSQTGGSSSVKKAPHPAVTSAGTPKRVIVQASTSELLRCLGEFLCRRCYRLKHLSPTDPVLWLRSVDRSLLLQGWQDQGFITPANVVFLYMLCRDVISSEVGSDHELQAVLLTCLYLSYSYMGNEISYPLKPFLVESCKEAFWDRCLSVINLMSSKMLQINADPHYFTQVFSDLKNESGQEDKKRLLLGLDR
Keap1 Nrf2 FP: Keap1-Nrf2 (human) interaction inhibition; Q14145; Keap1 Kelch-Nrf2 peptide fluorescence polarization, 1536-well; inhibition, % at 9.4 µM; 340,000 compounds, 0.15% hits; in the data active = inhibition above about 12%;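 note: human Keap1 Kelch domain with fluorescein labeled Nrf2 9mer peptide probe; 0% = neutral control wells and 100% = peptide positive control; higher means more block of Keap1 binding to Nrf2 peptide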
PfHsp90 yeast 2: growth inhibition of yeast expressing Plasmodium Hsp90. S. cerevisiae expressing PfHsp90, BacTiter-Glo ATP, 48 h; yeast lacking PDR1 and PDR3 efflux regulators. inhibition, % at 9.4 µM. 310,000 compounds, 0.32% hits;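 active = every replicate shows inhibition above about 80%, whatever the replicate mean, limit read from the data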;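 note: 0% = DMSO neutral controls and 100% = 20 µM radicicol positive controls; yeast relying on Plasmodium falciparum Hsp90 in place of its own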
PvdQ acylase: P. aeruginosa PvdQ acylase inhibition; 340,000 compounds, 0.063% hits; inhibition, % at 10 µM; AID 488965; purified PvdQ acylase, fluorescence plate reader; in the data active = inhibition above about 30%, passing the limit was not always enough;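 note: 0% = vehicle neutral wells and 100% = reference inhibitor wells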
LANA DNA inh: blocks KSHV LANA C-terminal domain binding to DNA. MBP-C-LANA/FAM-LBS DNA binding, fluorescence polarization. inhibition, % at 9 µM. 340,000 compounds, 0.078% hits. AID 504423;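 active = highest replicate inhibition at or above 60% at 9 µM, even if other replicates fall short; inactive = all replicates below 60% inhibition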;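 note: 0% = neutral control wells and 100% = 4 µM acridine orange control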
Rtt109 HAT inh: blocks Candida albicans Rtt109/Vps75 acetyltransferase activity | AID 540336 | inhibition, % at 34.9 µM | 330,000 compounds, 0.16% hits | Q5AAJ8 | purified Rtt109/Vps75, ThioGlo CoA-SH fluorescence, 4 h;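 active = inhibition of at least 50% in every replicate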
NSD2 HMT inh: NSD2 (human) methyltransferase inhibition; inhibition, % at 12.5 µM; NSD2 peptide methylation, AlphaScreen, 120 min; O96028; 310,000 compounds, 0.54% hits; AID 743445; in the data active = inhibition above about 50%
Mot1-301 SUMO: inhibitors of SUMOylation pathway: yeast Mot1-301 growth rescue; S. cerevisiae Mot1-301 growth rescue, ATP luminescence, 38.5C; percent above DMSO median, 100 means doubled; growth rescue, % at 18.8 µM; 320,000 compounds, 1% hits; AID 2716;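 active = every valid replicate shows activation above 250% relative to neutral control wells; inactive = the rest, any valid replicate at or below 250%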;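 note: OY570 slx delta 5 strain wells were the positive control but not used for scaling; some compounds called inactive have numbers as strong as hits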
RTF Ca sens inh: cardiac RTF calcium desensitization | P19429+P45379 | IANBD-labeled cardiac RTF, Ca2+ fluorescence | inhibition, % at 7.15 µM | 340,000 compounds, 0.12% hits;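 active = inhibition above the mean inhibition of all tested compounds plus 3 SD, cut at about 17% in these data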;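 note: assay run at fixed EC70 calcium of 1.6 mM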
dFosB activator: activators of mouse delta FosB homodimer; P13346; purified delta FosB, TAMRA-CDK5 oligo fluorescence polarization; percent of positive-control signal above neutral wells; activation, % at 25 µM; 340,000 compounds, 0.99% hits;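 active = mean activation above about 17%, with every replicate also reaching it, limit read from the data, passing the limit was not always enough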;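 note: fluorescence polarization rise as delta FosB binds a TAMRA Cdk5 AP-1 oligo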
Target sequence (P13346 whole entry, looked up): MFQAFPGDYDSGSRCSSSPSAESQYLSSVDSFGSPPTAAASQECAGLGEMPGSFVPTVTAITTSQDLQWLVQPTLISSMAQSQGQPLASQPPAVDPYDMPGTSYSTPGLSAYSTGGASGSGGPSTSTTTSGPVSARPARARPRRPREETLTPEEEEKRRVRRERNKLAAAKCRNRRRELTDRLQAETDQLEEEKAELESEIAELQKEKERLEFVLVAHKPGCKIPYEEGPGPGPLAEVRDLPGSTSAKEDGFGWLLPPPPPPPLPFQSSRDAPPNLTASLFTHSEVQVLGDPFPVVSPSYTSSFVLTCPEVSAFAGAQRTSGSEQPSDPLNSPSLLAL
Active calls of the source: *; / = no result given; & = joins results of further samples.

SMILES | RTF Ca sens act | CDK5 p35 inh | Keap1 Nrf2 FP | PfHsp90 yeast 2 | PvdQ acylase | LANA DNA inh | Rtt109 HAT inh | NSD2 HMT inh | Mot1-301 SUMO | RTF Ca sens inh | dFosB activator
CC(=O)N(C1=C(N)C(=O)c2ccccc2C1=O)C(C)C | -2 | -1.4 | -3 | -3 | -4 | 0.4 | -1 | 81* | 385 | -11 | -4
Cn1cnc([N+](=O)[O-])c1Nc1ccc(O)cc1 | -3 | -0.3 | 0 | 14 | -2 | 2.9 | -7 | -4 | -16 | -9 | -1
c1ccc(-c2ccc(-c3nc(-c4ccncc4)no3)cc2)cc1 | -3 | 0.3 | 2 | -2 | -8 | 2.4 | -17 | -3 | -10 | -4 | -7
CC1CCN(C(=O)C2CCN(S(=O)(=O)c3cccnc3)CC2)CC1 | 1 | 2.1 | -4 | 3 | -13 | -1.9 | -3 | -1 | 1 | -6 | 2
CC(=O)NC(c1ccccc1)c1c(O)ccc2ccccc12 (centres undefined) | -3 | 1.4 | -3 | 15 | -14 | -1.1 | -1 | -5 | -5 | -9 | -2
CCc1c(C)sc(NC(=O)c2cccs2)c1C(=O)OC(C)C | 4 | -1.1 | 1 | -13 | -5 | 0.5 | / | -11 | 30 | 4 | -13
C=CCn1cc(C(=O)OCC)c(=O)c2ccc(F)cc21 | 1 | 0.3 | 1 | -13 | 10 | -0.3 | 6 | / | -5 | -3 | -10
COc1ccc(S(=O)(=O)Nc2ccccc2C(=O)NC2CC2)cc1NC(C)=O | -2 | 0.5 | 5 | 14 | -6 | -2.3 | -9 | 1 | 32 | -2 | -7
CSCCC(NS(=O)(=O)c1ccc(Cl)cc1)C(=O)OCC(=O)N(C(C)C)C(C)C (centres undefined) | -6 | 1.6 | -3 | -7 | 1 | 0.0 | -15 | -2 | -6 | -6 | -11
C=CCn1c2ccccc2c2nnc(SCC(=O)O)nc21 | 2 | 0.0 | -4 | -6 | -2 | -1.0 | 6 | 1 | 14 | -4 | 1

Compound profiles (already shown). Order of values: RTF Ca sens act, CDK5 p35 inh, Keap1 Nrf2 FP, PfHsp90 yeast 2, PvdQ acylase, LANA DNA inh, Rtt109 HAT inh, NSD2 HMT inh, Mot1-301 SUMO, RTF Ca sens inh, dFosB activator
`C=CCn1c2ccccc2c2nnc(SCC(=O)O)nc21` is listed with 2, 0.0, -4, -6, -2, -1.0, 6, 1, 14, -4, 1
`CC(=O)N(C1=C(N)C(=O)c2ccccc2C1=O)C(C)C` is listed with -2, -1.4, -3, -3, -4, 0.4, -1, 81*, 385, -11, -4

(continued)
SMILES | RTF Ca sens act | CDK5 p35 inh | Keap1 Nrf2 FP | PfHsp90 yeast 2 | PvdQ acylase | LANA DNA inh | Rtt109 HAT inh | NSD2 HMT inh | Mot1-301 SUMO | RTF Ca sens inh | dFosB activator
CS(=O)(=O)Nc1ccc(C(=O)Nc2ccc3c(c2)OCCO3)cc1 | -8 | -0.5 | 1 | -9 | -13 | 0.7 | 1 | -1 | 4 | -7 | 4
COC(=O)c1nnn(CC(=O)NC(=O)Nc2cccc(Cl)c2C)c1C(=O)OC | -5 | 1.1 | -2 | -3 | 4 | 1.0 | 0 | -7 | 74 | 1 | -4
CN(C)CC(C)(C)CN=Cc1c(O)[nH]c2ccccc12 | 1 | 0.2 | 0 | -13 | -3 | -1.6 | 8 | 6 | 213 | -6 | -3
COc1ccc2c(c1)C=C(C(=O)OCc1cccnc1)CO2 | 1 | 3.0 | 0 | -15 | -17 | -0.6 | -33 | 4 | -2 | -7 | 1
CC(=O)Nc1ccc(OS(=O)(=O)c2ccc(Cl)cc2)cc1 | -3 | -0.2 | -5 | 17 | -10 | -0.1 | -4 | 3 | 4 | -3 | -5
Cc1cccnc1Nc1nc(-c2ccc(O)c(O)c2)cs1 | -1 | 1.5 | 1 | -4 | -9 | 2.2 | 8 | 51* | 39 | 7 | -5
O=C(CCc1ccccc1)NNC(=O)COc1ccc(Cl)cc1 | 7 | -4.8 | -4 | 3 | -5 | 1.1 | 1 | -2 | 6 | -2 | 1
O=C(NN=Cc1ccccc1O)c1cccc([N+](=O)[O-])c1 | 0 | -1.1 | 3 | 24 | -11 | 4.2 | 1 | -1 | / | -4 | 14
Cc1cc(C)c2c(n1)SCC(=O)N2CC(=O)Nc1ccc(Br)c(C)c1 | 2 | / | 4 | -15 | -11 | 2.0 | 4 | -2 | -2 | -8 | -9
O=C(Nc1nc(-c2ccc(F)cc2)cs1)c1cccc(N2C(=O)CCC2=O)c1 | 0 | 0.2 | -8 | -15 | -12 | -1.3 | -6 | -1 | -15 | -4 | -2
CC(=O)c1cnc2c(-c3ccc(Cl)cc3)c(C)nn2c1C | -1 | 0.1 | 0 | -34 | -8 | 0.3 | -21 | -3 | -12 | 9 | -5
Oc1ccc(-n2nnnc2SCc2ccccc2Br)cc1 | 2 | -3.6 | 1 | -69 | -9 | -0.3 | 3 | 0 | -6 | 5 | -8
O=C(CSCc1cccs1)N1CCCC1 | -2 | 0.4 | 2 | -11 | -2 | 3.3 | 12 | 6 | -6 | -1 | -6
CCN(CC)C(=O)CSc1nc2cc3c(cc2c(=O)n1Cc1ccc(OC)cc1)OCO3 | 1 | -1.5 | 0 | -3 | -12 | 3.4 | -1 | 0 | 0 | -7 | 2
COc1ccc(S(=O)(=O)Nc2c(C(=O)O)[nH]c3ccc(OC)cc23)cc1 | -8 | 5.5 | 2 | 2 | 2 | 1.0 | 15 | 7 | 9 | 3 | -4
C=CCn1cnc2c(c1=O)c1nc3ccccc3nc1n2/N=C/c1cccc(OC)c1 | 4 | 0.6 | 2 | / | -8 | 2.5 | -11 | -5 | / | -8 | -3
COc1ccc(NC(=O)c2ccc(-n3cncn3)c([N+](=O)[O-])c2)cc1 | -6 | 1.9 | 1 | -9 | 2 | 0.9 | 0 | -1 | 901* | -4 | 4
Cc1ccccc1N=C(NOCc1ccc(Cl)cc1Cl)c1nonc1N | -12 | -0.9 | -2 | 0 | -4 | -0.6 | -7 | -3 | 17 | -1 | -2
Cc1ccc(CN2C(=O)C(CC(C)C)Nc3ncnc(N4CCN(c5ccccn5)CC4)c32)cc1 (centres undefined) | -5 | 1.9 | -3 | -16 | 9 | 2.7 | 7 | / | -23 | -3 | -1
O=C(O)CSc1nnc(-c2cccc(S(=O)(=O)N3CCOCC3)c2)n1-c1cccc(Cl)c1 | 3 | 0.6 | -1 | 18 | 2 | 1.6 | 6 | -4 | -1 | 6 | -2
Cc1ccccc1CN1CCN(CC(=O)NC(C)c2ccccc2)CC1 (centres undefined) | -1 | -0.2 | 0 | 15 | 3 | -0.1 | 5 | 0 | -17 | -9 | 4
O=C(O)c1ccc(N2CCOCC2)c(N2C(=O)C3C4C=CC(C4)C3C2=O)c1 (centres undefined) | 1 | -0.5 | -4 | 15 | -17 | 1.2 | 13 | 0 | 5 | 2 | -4
O=C(CC1C(=O)N(Cc2ccccc2)C(=S)N1CCN1CCOCC1)Nc1ccc(F)cc1 (centres undefined) | / | -2.4 | -1 | -59 | -13 | -1.5 | 7 | 0 | -5 | / | -8
Cc1ccc(-n2nnnc2SCC(=O)NC(C(=O)O)(c2ccccc2)c2ccccc2)cc1C | -5 | 1.6 | -5 | -10 | -4 | -0.4 | 1 | -4 | -14 | -2 | -5
Cc1ccc2nc(NCc3ccccc3)c(C#N)cc2c1 | 2 | -2.9 | -5 | 2 | -7 | 0.1 | -1 | -3 | -4 | 5 | 3
O=C(COC(=O)c1cccnc1Cl)NCCC1=CCCCC1 | 7 | 0.8 | 6 | -8 | -9 | -1.6 | -11 | -4 | 3 | -1 | -10
COc1ccccc1CNC(=O)C1CC2Cn3c(nc4cc(Cl)c(Cl)cc43)C2N1C (centres undefined) | -2 | -3.9 | -7 | -37 | -16 | 1.2 | 6 | / | 280 | 2 | -13
CC1(c2ccccc2)CC2CC(c3ccccc3)N1O2 (centres undefined) | 1 | 0.6 | -4 | / | -12 | 1.3 | -1 | -5 | -15 | -1 | 4
CC1CC(C)CN(C(=O)COC(=O)/C=C/c2ccco2)C1 (centres undefined) | -4 | -0.2 | -1 | 6 | 1 | 2.9 | -8 | 0 | 21 | -8 | 10
CS(=O)(=O)c1ccc(NC(=O)c2cccc(-n3cnnn3)c2)cc1 | -8 | -0.1 | 0 | 5 | -4 | 1.6 | -3 | -6 | -1 | -8 | -2
COc1cc(OC)c(NC(=S)NCc2ccccc2)cc1Cl | -3 | 0.0 | 0 | 3 | -9 | -0.8 | -3 | 2 | -3 | -5 | 2
CCOC(=O)c1ccc(N2C(=O)c3cccc4c(C(=O)O)ccc(c34)C2=O)cc1 | -3 | 1.0 | -2 | -11 | 2 | 1.1 | 13 | 0 | 121 | 2 | 10
O=C(Nc1ccccc1C(=O)O)c1ccc(NC(=O)C2CCCCC2)cc1 | 2 | -7.0 | -7 | -12 | -3 | 0.1 | -2 | -3 | -6 | 0 | -4
CCN(CC)S(=O)(=O)c1ccc(C)c(NC(=O)COc2ccc(Br)cc2Cl)c1 | -7 | -0.4 | -7 | -46 | -11 | 0.2 | -4 | -2 | 17 | -7 | -8
CCOC(=O)[C@@H]1[C@H]2COc3ccccc3[C@@H]2N2C(=O)N(c3cccc(C)c3)C(=O)[C@]12C | 1 | -0.5 | -1 | 14 | -9 | -1.2 | 7 | / | -5 | -5 | -13
CCOC(=O)c1[nH]c(C)c(CCC(=O)O)c1C | -2&0 | 0.8&-0.7 | 0&0 | -14&10 | -12&-1 | 0.2&0.0 | -1&5 | -3&1 | 0&3 | -3&-2 | 4&-4
COc1ccc(C2=NOC(C(=O)N3CCN(C(=O)c4ccco4)CC3)C2)cc1OC (centres undefined) | -2 | -3.3 | 5 | 3 | -19 | 0.0 | -5 | -3 | 15 | -3 | -4
O=c1cc(NS(=O)(=O)c2ccccc2)nc(SCc2ccc(Cl)cc2)[nH]1 | 3 | 1.2 | 4 | -17 | -7 | 1.1 | 11 | -3 | -13 | -9 | 6
Cc1cc(NC(=O)CCC(=O)N(CC(=O)NCC2CCCO2)c2ccccc2C)no1 (centres undefined) | -5 | 0.8 | 0 | 9 | -1 | -0.5 | -11 | 0 | 1 | -5 | -9
CCN(CC)S(=O)(=O)c1ccc(N2CCCC2)c(NC(=O)C2=NN(c3ccccc3)C(=O)CC2)c1 | -1 | -0.1 | -2 | -3 | -6 | -1.9 | 2 | -2 | 93 | -7 | -7
CCn1nc(C)cc1C(=O)N1CCCC(N2CCN(c3ccccc3OC)CC2)C1 (centres undefined) | -3 | -0.1 | -6 | 33 | -12 | 0.4 | 0 | 1 | 2 | -5 | -10
CC(=O)Nc1ccc(S(=O)(=O)NNC(=O)CCC(=O)NCc2ccccc2)cc1 | 3 | -3.9 | -5 | -16 | -21 | 1.0 | 0 | 1 | -4 | -6 | 2
Cc1cc(C(=O)CN2C(=O)NC3(CCCCC3)C2=O)c(C)n1C | 7 | -0.6 | 0 | 5 | -1 | 0.4 | -7 | 8 | -6 | -7 | -3
COc1cccc(C(CNC(=O)c2ccc(Cl)c(S(=O)(=O)N3CCCC3)c2)N(C)C)c1 (centres undefined) | 1 | 1.7 | -6 | -20 | -6 | 0.4 | 2 | 2 | 21 | -3 | -3
